Screening results: PubChem BioAssay, several laboratories
GALR2 antag: GALR2 (human) receptor antagonism; 0.39% of 140,000 active; GALR2-expressing cells, antagonist mode; inhibition, % at 4 µM; in the data active means inhibition above about 27%;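 further: cells stimulated with galanin 1-16 at roughly its EC80; 0% = agonist challenge control and 100% = basal control without agonist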
Target sequence (O43603 whole entry, looked up): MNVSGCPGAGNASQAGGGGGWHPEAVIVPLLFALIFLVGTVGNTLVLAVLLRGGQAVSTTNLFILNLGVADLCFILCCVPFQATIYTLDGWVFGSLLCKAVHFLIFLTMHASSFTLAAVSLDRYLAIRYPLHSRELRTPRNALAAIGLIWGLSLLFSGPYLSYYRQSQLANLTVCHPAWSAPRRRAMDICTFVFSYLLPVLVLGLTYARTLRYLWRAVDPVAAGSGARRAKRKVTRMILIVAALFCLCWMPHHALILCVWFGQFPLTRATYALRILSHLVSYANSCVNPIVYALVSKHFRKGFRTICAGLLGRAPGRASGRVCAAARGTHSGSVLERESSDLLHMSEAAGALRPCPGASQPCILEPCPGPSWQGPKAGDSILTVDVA
BB579 growth dn: yeast BB579 growth reduction in restrictive medium | S. cerevisiae BB579 growth, OD615, 48 h | inhibition, % at 10 µM | 0.51% of 140,000 active;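 active means inhibition above a set limit, 3 SD over the mean compound inhibition, cut at about 44% in these data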; further: inactives centre near -24
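System: Saccharomyces cerevisiae DeaD strain BB579, replicative lifespan model yeast. Buffer or medium: restrictive glucose-based CSMM-D medium. Doses: one dose, 10 µM compound with 0.25% DMSO. Timing: 4 h preincubation and 48 h exposure at 30 °C. Detection: turbidity as optical density at 615 nm. Benchmarks: amphotericin B 10 µg/mL, positive.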
PTEN del growth: suppresses growth of cells with PTEN deletion; HCT116 PTEN-null viability, CellTiter-Glo, 60 h; stronger effect = lower value; viability, % at 10 µM; 1.2% of 140,000 active;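 active means viability at or below a set limit, 4 SD under the median of all tested compounds, cut at about 3.7% in these data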;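 further: PTEN knockout HCT116 line with beta catenin targeted HCT116 as companion control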
Phagocytosis inh: blocks phagocytosis by macrophages; J774A.1 macrophage IgG-bead phagocytosis, imaging; inhibition, % at 5 µM; 0.07% of 110,000 active; AID 1029;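 active means inhibition above the mean of the plate negative controls plus 5 SD, cut at about 13% in these data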;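 further: phagocytic index as fraction of beads internalized from green versus red external bead signal; plate controls were DMSO negative control for no effect and cytochalasin-D positive control for full effect; some results beyond the cut were filed as inactive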
Yeast life ext: yeast lifespan extension; S. cerevisiae growth with nicotinamide, OD615; deaD strain in restrictive glucose medium; inhibition of the nicotinamide effect, % at 10 µM; 0.68% of 130,000 active;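 active means inhibition above a set limit, placed 3 SD over the median of all compounds, cut at about 26% in these data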;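 further: 0% = nicotinamide-treated wells and 100% = cells grown without nicotinamide; some compounds called inactive have numbers as strong as hits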
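System: DeaD-strain S. cerevisiae / Buffer or medium: CSMM-D, restrictive glucose (dextrose) synthetic minimal medium / Probe or stimulus: nicotinamide, 1.5 mM, co-present with compound / Compound: one concentration, 10 µM, DMSO 0.25% / Incubation: 48 h compound exposure at 30 °C, humidified / Technique: optical density (absorbance) at 615 nm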
E-sel TNF inh: TNF alpha driven E-selectin expression inhibition; HUVEC TNFa-induced E-selectin immunofluorescence, high content; inhibition, % at 2 µM; 0.71% of 120,000 active;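 active means inhibition above the batch mean plus 3 SD, and confirmed as a hit on visual image review, cut at about 43% in these data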;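 further: 0% = TNF-stimulated DMSO wells and 100% = unstimulated control wells; not every result past the cut was called active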
MRP1 act: activates MRP-1; H69AR cells + doxorubicin, viability rescue, CellTiter-Glo; viability increase, % at 10 µM; 0.61% of 140,000 active;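 active means viability gain under doxorubicin at or above a set limit, the compound median plus 3 SD, cut at about 4.7% in these data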;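 further: MRP-1 overexpressing cells given doxorubicin 25 µM after compound pretreatment; 18-22 h compound pretreatment then 72 h with doxorubicin before readout; 0% = doxorubicin-only wells and 100% = vehicle-treated cells without doxorubicin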
Measles CPE: protection of cells from measles virus | Measles virus-infected cells, CPE protection, absorbance | protection (pct of control), % at 4 µM | 1.5% of 140,000 active; in the data active means protection mostly above about 24%, no sharp cut-off; inactive means mostly below about 26%; further: some compounds called inactive have numbers as strong as hits
NPY-Y2 antag: NPY-Y2 (human) receptor antagonism | 0.99% of 140,000 active | P49146 | inhibition, % at 2.7 µM | NPY-Y2 expressing cells, antagonist mode; in the data active means inhibition above about 17%;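 further: 0% = vehicle with agonist challenge and 100% = reference antagonist with challenge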
Target sequence (P49146 whole entry, looked up): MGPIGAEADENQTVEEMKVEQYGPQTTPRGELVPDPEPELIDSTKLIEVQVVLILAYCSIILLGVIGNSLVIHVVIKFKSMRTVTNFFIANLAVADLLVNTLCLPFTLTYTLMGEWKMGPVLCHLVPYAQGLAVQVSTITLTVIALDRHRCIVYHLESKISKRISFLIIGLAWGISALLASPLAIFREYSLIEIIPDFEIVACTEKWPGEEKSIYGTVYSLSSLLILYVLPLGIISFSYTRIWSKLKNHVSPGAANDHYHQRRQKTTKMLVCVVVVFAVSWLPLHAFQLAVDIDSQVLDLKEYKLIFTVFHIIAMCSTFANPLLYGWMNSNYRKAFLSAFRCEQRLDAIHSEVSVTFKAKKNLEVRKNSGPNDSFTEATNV
HCT116 bCat-KO: beta-catenin-lacking colon tumor cell growth suppression | 1.5% of 140,000 active | HCT116 beta-catenin knockout viability, CellTiter-Glo, 60 h; stronger effect = lower value | viability, % at 10 µM;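 active means viability at or under a set limit, the compound median less 4 SD, cut at about 6% in these data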;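 further: 0% = Hyamine 1622 control at 20 µM and 100% = untreated cell control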
Active calls of the source: *; nt = not tested or not shown; & = joins results of further samples. Hits appear at their usual frequency; 6.1% or so of the library scored in one or more.

Preview (7 entries):
entry	canonical_smiles	GALR2 antag	BB579 growth dn	PTEN del growth	Phagocytosis inh	Yeast life ext	E-sel TNF inh	MRP1 act	Measles CPE	NPY-Y2 antag	HCT116 bCat-KO
1	CC1(c2ccccc2)NC(=O)N(CCN2C(=O)c3ccccc3C2=O)C1=O (stereo not given)	1	-47	92	-1	-8	nt	-1.9	7	-2	100
2	Cn1c(Cc2ccccc2)nnc1SCC(=O)Nc1ccccc1N1CCOCC1	3	-36	91	0	-11	-11	-0.7	9	2	101
3	COc1ccc(-c2ncccc2OC(=O)C23CC4CC(CC(C4)C2)C3)cc1	-25	-31	95	-9	4	17	-0.7	29	5	99
4	CC1=NOC(=O)/C1=C\c1ccc(-c2cc(Cl)ccc2Cl)o1	-20	-51	2.5*	2	20	5	-0.2	1	3	3.0*
5	Cc1ccccc1-n1c(O)c(/C=N/N2CCCCC2c2cccnc2)c(=O)[nH]c1=O (stereo not given)	-9	17	88	-3	4	nt	-2.1	5	5	81
6	COC(=O)CSc1nc2c(c(-c3ccco3)c1C#N)CCCC2	-17	-36	91	0	-6	1	-0.7	12	5	94
7	C=CCn1c(SCC(=O)Nc2ccccc2C)nnc1-c1ccncc1	3	12	72	-1	-7	13	-0.9	-2	4	76

The listing, from the first entry:
entry	canonical_smiles	GALR2 antag	BB579 growth dn	PTEN del growth	Phagocytosis inh	Yeast life ext	E-sel TNF inh	MRP1 act	Measles CPE	NPY-Y2 antag	HCT116 bCat-KO
1	CC1(c2ccccc2)NC(=O)N(CCN2C(=O)c3ccccc3C2=O)C1=O (stereo not given)	1	-47	92	-1	-8	nt	-1.9	7	-2	100
2	Cn1c(Cc2ccccc2)nnc1SCC(=O)Nc1ccccc1N1CCOCC1	3	-36	91	0	-11	-11	-0.7	9	2	101
3	COc1ccc(-c2ncccc2OC(=O)C23CC4CC(CC(C4)C2)C3)cc1	-25	-31	95	-9	4	17	-0.7	29	5	99
4	CC1=NOC(=O)/C1=C\c1ccc(-c2cc(Cl)ccc2Cl)o1	-20	-51	2.5*	2	20	5	-0.2	1	3	3.0*
5	Cc1ccccc1-n1c(O)c(/C=N/N2CCCCC2c2cccnc2)c(=O)[nH]c1=O (stereo not given)	-9	17	88	-3	4	nt	-2.1	5	5	81
6	COC(=O)CSc1nc2c(c(-c3ccco3)c1C#N)CCCC2	-17	-36	91	0	-6	1	-0.7	12	5	94
7	C=CCn1c(SCC(=O)Nc2ccccc2C)nnc1-c1ccncc1	3	12	72	-1	-7	13	-0.9	-2	4	76
8	CC(CCc1ccccc1)NC(=O)C(=O)NCCc1ccccc1 (stereo not given)	2	-14	98	-3	3	2	-1.1	9	4	101
9	CCN1CCN(c2ncc(C(=O)Nc3cc(Cl)c(OC)cc3OC)c3ccccc23)CC1	-5	-36	76	-6	2	12	-1.4	11	2	76
10	Cn1c(=O)c2ccccc2n(Cc2ccccc2F)c1=O	2	-43	89	3	nt	11	-1.0	8	7	85

Shown with one line to a screen: entries from further up
9) CCN1CCN(c2ncc(C(=O)Nc3cc(Cl)c(OC)cc3OC)c3ccccc23)CC1
5) Cc1ccccc1-n1c(O)c(/C=N/N2CCCCC2c2cccnc2)c(=O)[nH]c1=O (stereo not given)
Assay by compound	9	5
GALR2 antag	-5	-9
BB579 growth dn	-36	17
PTEN del growth	76	88
Phagocytosis inh	-6	-3
Yeast life ext	2	4
E-sel TNF inh	12	nt
MRP1 act	-1.4	-2.1
Measles CPE	11	5
NPY-Y2 antag	2	5
HCT116 bCat-KO	76	81

Other records.
entry	canonical_smiles	GALR2 antag	BB579 growth dn	PTEN del growth	Phagocytosis inh	Yeast life ext	E-sel TNF inh	MRP1 act	Measles CPE	NPY-Y2 antag	HCT116 bCat-KO
11	CCN1C=C(Cc2ccc(F)cc2)C2=C(C1)C(c1ccc(F)cc1)C(C#N)=C(N)O2 (stereo not given)	-4	-13	65	-1	-12	-9	-0.6	5	-1	80
12	O=C(COC(=O)C1CCN(/C=C/C(=O)C(F)(F)F)CC1)Nc1cccc(F)c1	2	-20	101	0	9	nt	-1.0	5	1	96
13	Cc1cc(C)nc(NC(=O)C(c2ccccc2)c2ccccc2)c1	-4	-6	59	-4	-2	9	-2.4	12	11	57
14	CSc1nsc(SCC(=O)Nc2nc3ccc(C)cc3s2)n1	9	-30	103	-6	1	nt	-3.4	3	9	97
15	CCC(C)n1c(SCC(=O)NCCc2ccc(S(N)(=O)=O)cc2)nc2ccsc2c1=O (stereo not given)	6	-44	89	-1	2	-18	-1.5	16	9	86
16	OCCNc1ncnc2c1c(-c1ccccc1)c(-c1ccccc1)n2Cc1ccco1	1	-40	75	-1	12	17	-3.3	15	13	84
17	CN(C)c1ccc(-c2nnc(-c3ccc(S(=O)(=O)C(F)F)cc3)o2)cc1	-3	-27	79&76	-1	-11	-11	-1.8	9	-1	81
18	CCC(CO)Nc1ncnc2c1cnn2-c1ccc(Cl)cc1 (stereo not given)	-5	-24	75	3	-7	nt	-0.4	5	-1	76
19	CCCCCCOc1ccc(NC(=O)CC2C(=O)N(CC)C(=S)N2Cc2ccco2)cc1 (stereo not given)	-1	-10	18	-4	2	0	-5.5	15	-2	18
20	CCCCNC(=O)CSc1nc2ccccc2c(=O)n1C1CCCC1	0	-40	74	0	-8	-18	-3.6	5	7	77
21	CCOCCCNC(=O)c1ccccc1SCC	-1	-25	95	nt	nt	nt	-2.3	4	-1	79
22	O=C(Cn1cnc2ccccc2c1=O)N1CCN(c2ccccc2)CC1	2	-26	91	nt	nt	-1	-0.8	3	1	93
23	COc1ccc2c(c1)-c1nc(NC(=O)c3ccco3)sc1CC2	9	-39	86	1	-6	13	-0.2	4	2	96
24	O=C(C(c1ccccc1)N1CCOCC1)N1CCOCC1 (stereo not given)	-27	-17	92	1	-4	13	-3.4	9	1	89
25	O=C(OCC(=O)N1CCOCC1)c1ccccc1SCC(=O)N1CCCC1	20	-37	99	0	-4	2	-0.9	22	5	91
26	CC(=O)c1c(N2CCCCC2)nc(=O)n(-c2ccccc2)c1C	10	13	111	-1	-7	nt	2.5	6	2	100
27	Cc1ccc(C(C)C)c(OCc2ccc(C(=O)N/N=C/c3ccc(O)cc3O)cc2)c1	12	-17	11	-13	-9	27	-5.8	10	5	7
28	CC(C)(C)C(=O)Nc1ccccc1C(=O)Nc1cc(Cl)ccc1Cl	0	-66	83	nt	-20	-17	-0.7	10	3	102
29	Nc1nc2ccccc2n1C(=O)c1ccco1	-8	-30	70	4	-5	nt	-3.2	2	2	77
30	Cc1cc(=O)n2nc(N3CCC(C(=O)NCc4cccnc4)CC3)sc2n1	-1	-16	84	-6	-11	-2	-2.4	24	1	100
31	CCOC(=O)c1c(NC(=O)CCc2ccc(CC)o2)sc(C)c1C	-7	-27	88	-2	-10	-15	1.0	1	4	88
32	CCN(CC)CCNC(=S)N1CCn2c(nc3ccccc32)C1	-14	-48	91	-5	8	-6	-1.9	4	-1	92
33	CCOc1ccccc1OCC(=O)Nc1nnc(COC)s1	6	-20	94	nt	-6	-7	-1.7	9	3	95
34	CCC1c2ccc(C)n2CCN1C(=O)Nc1ccccc1C(=O)OC (stereo not given)	12	-24	93	-1	nt	-17	-3.6	7	2	86
35	Cc1ccccc1C(=O)N1CCC(C(=O)Nc2ccc3c(c2)OCCO3)CC1	5	-64	109	-1	-6	8	0.3	5	2	103
36	CCOC(=O)CCCCC(=O)c1[nH]c(=O)[nH]c1CSc1nc(-c2ccccc2)c(C#N)c(=O)[nH]1	5	-4	98	1	-2	8	6.4*	11	-1	96
37	COc1ccc(NC(=O)C2CCC(C)(C(=O)O)C2(C)C)cc1 (stereo not given)	1	-37	100	0	7	8	-0.2	11	4	105
38	CCOC(=O)C1/C(=N\O)CC(C)(O)C(C(=O)OCC)C1c1ccc(OC)c(OC)c1 (stereo not given)	14	-15	89	0	-4	-40	-3.5	23	8	93
39	COc1ccc(-c2nnc(SCC(=O)OC3CCCCC3)o2)cc1OC	2	-27	97	1	0	-10	-2.6	19	4	82
40	COc1ccc(C2=NCCc3cc(OC)c(OC)cc32)cc1	2	9	80	-6	3	3	-2.6	15	1	88
41	Cc1cccc(C(=O)Nc2ccccc2SCC2CSc3nc4ccccc4c(=O)n32)c1 (stereo not given)	-2	-31	77	2	-5	nt	-3.8	25*	-1	88
42	CCS(=O)(=O)N1CCN(c2ccc([N+](=O)[O-])c(N3CCOCC3)c2)CC1	-7	-38	92	1	1	97*	-2.1	5	0	88
43	O=C(Cn1nnc(-c2ccccc2)n1)NCc1ccc2c(c1)OCO2	-4	-31	97	2	-8	-7	0.2	5	11	98
44	COC(=O)C1=C(C)NC(=O)C1(Nc1nccs1)C(F)(F)F (stereo not given)	13	-7	102	1	-2	-36	0.0	5	0	98
45	CCOC(=O)N1CCC(N2Cc3cccc(C(=O)NCc4ccc(C)cc4)c3C2=O)CC1	-16	-14	106	0	-7	6	-0.9	3	3	99
46	Clc1ccc(Cc2nnc(-c3ccccc3Br)o2)cc1	-4	-18	86	nt	-5	0	1.6	22	4	98
47	N#Cc1ccc(Sc2nc3ccccc3[nH]2)cc1C#N	-17	0	102	1	-9	nt	-1.6	4	-2	93
48	O=C(CN1C(=O)NC2(CCCC2)C1=O)Nc1ccccc1F	-6	-40	88	-1	-11	-2	-0.5	4	1	97
49	Cc1nc(Cl)c2oc3ccccc3c2n1	8	59*	4	0	-13	20	-2.0	18	4	2.8*
50	Cc1ccccc1-n1c(C)nnc1SCC(=O)NCC1CCCO1 (stereo not given)	3	-47	115	4	4	-24	1.0	12	12	104
51	Cc1nn2c(N3CCCC3)cc(C(C)C)nc2c1-c1ccccc1	-5	20	72	-1	-15	nt	-1.1	8	0	89
52	CCOc1cccc(NC(=O)CC#N)c1	-27	-22	101	1	-5	-6	-0.6	16	-1	100
53	C=CCC(CC=C)(NC(=O)c1ccccc1C)c1ccccc1	-11	0	85	nt	-7	nt	-2.1	9	2	84
54	O=C(CN1CCOCC1)N1CCCc2c1c(=O)oc1ccc(OCc3ccccc3)cc21	-1	-17	68	0	-8	-49	-4.5	21*	-1	77
55	Cc1ccc(C(=O)N/N=C/c2cc(C)n(-c3ccc(Br)cc3)c2C)cc1[N+](=O)[O-]	-3	-66	87	1	-25	-5	-0.7	22	0	89
56	CCS(=O)(=O)N1CCN(Cc2nc3ccccc3c(=O)[nH]2)CC1	6	1	106	-2	-3	-43	0.1	13	2	108
57	CC1=CSC2=NC(=O)/C(=C\c3cccn3-c3ccccc3)C(=N)N12	4	-6	88	nt	-1	-19	-3.1	5	3	90
58	Cc1cc(C)cc(C(=O)NC(=S)Nc2ccc3[nH]c(=O)[nH]c3c2)c1	5	-26	95	2	3	-8	-3.5	2	2	96
59	Cc1cccc(C(=O)Nc2ccc(O)c3c(=O)cc(-c4ccccc4Cl)oc23)c1	-2	-10	74	nt	6	-25	-1.2	8	4	79
60	O=C(NCCc1ccccc1)C(=O)NCC1CCCO1 (stereo not given)	-10	-31	100	0	-8	nt	-0.3	5	1	93
